High-throughput results from PubChem BioAssay.
S100A4 inh HTS: S100A4-myosin IIA interaction inhibition | P26447 | S100A4/TAMRA-MyoIIA peptide fluorescence polarization | 360,000 compounds, 0.14% hits | inhibition, % at 10.7 µM;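 active means mean inhibition of at least 70% across replicates, with every replicate also reaching that level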
Target sequence (P26447 whole entry, looked up): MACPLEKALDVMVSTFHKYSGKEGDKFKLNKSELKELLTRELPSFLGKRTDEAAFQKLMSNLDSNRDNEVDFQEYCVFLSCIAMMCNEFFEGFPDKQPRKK
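System – human S100A4 monomer protein, biochemical binding assay · Buffer or medium – Calcium-containing HEPES buffer, pH 7.2 · Timing – 5 min between mix addition and reading · Also added – TAMRA-labelled myosin IIA heavy-chain peptide probe, 5 nM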
FN deposit inh: fibronectin deposition inhibition | inhibition, % at 12.6 µM | AID 743247 | 350,000 compounds, 0.086% hits | AH1F fibroblasts, Alexa488-fibronectin deposition fluorescence, overnight;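 active means mean inhibition across replicates of 30% or more, regardless of how many single replicates reach that level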;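 further: positive control wells lacked labelled fibronectin entirely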
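Test system: AH1F fibroblast monolayer depositing Alexa488-labelled fibronectin into matrix. Input: 10000 cells per well. Technique: fluorescence, ex 485 nm, em 525 nm. Buffer or medium: DMEM plus 2% serum, read in PBS. Timing: 1 h cell adhesion before compound, then overnight fibronectin incubation. Compound: single dose, pinned. Read-out basis: inhibition from reduced deposited-fibronectin fluorescence.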
Xi reactivation: X-chromosome reactivation activator. XiGFP mouse fibroblasts, % GFP-positive cells imaging, 3 d; cells co-treated with 5-aza-dC sensitizer; scaled so ellipticine positive control = 100%. activation, % at 7.58 µM. 360,000 compounds, 0.055% hits. AID 743238;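 active means mean normalized replicate activation at least 10% and every replicate at or above 10%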;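 further: 0% = median of on-plate neutral control wells and 100% = ellipticine 6 µM median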
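material = 68-5-11 XiGFP fibroblast line | medium = DMEM plus 5-aza-dC sensitizer | schedule = 3 days compound exposure | benchmarks = positive control ellipticine, 6 µM final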
E-selectin induc: induces E-selectin expression in human endothelial cells; activation, % at 7.58 µM; 260,000 compounds, 0.37% hits; P16581; HUVEC E-selectin immunofluorescence imaging; normalized: neutral wells 0, TNF-alpha wells 100;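 active means mean E-selectin-positive cell signal at least 10% of the positive control, reached in at least 60% of replicates, without over 20% cell loss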;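 further: in these data hits start at about 27%; measured in HUVEC primary endothelial cells; signal is the percent of cells scored E-selectin positive by PE staining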
Target sequence (P16581 whole entry, looked up): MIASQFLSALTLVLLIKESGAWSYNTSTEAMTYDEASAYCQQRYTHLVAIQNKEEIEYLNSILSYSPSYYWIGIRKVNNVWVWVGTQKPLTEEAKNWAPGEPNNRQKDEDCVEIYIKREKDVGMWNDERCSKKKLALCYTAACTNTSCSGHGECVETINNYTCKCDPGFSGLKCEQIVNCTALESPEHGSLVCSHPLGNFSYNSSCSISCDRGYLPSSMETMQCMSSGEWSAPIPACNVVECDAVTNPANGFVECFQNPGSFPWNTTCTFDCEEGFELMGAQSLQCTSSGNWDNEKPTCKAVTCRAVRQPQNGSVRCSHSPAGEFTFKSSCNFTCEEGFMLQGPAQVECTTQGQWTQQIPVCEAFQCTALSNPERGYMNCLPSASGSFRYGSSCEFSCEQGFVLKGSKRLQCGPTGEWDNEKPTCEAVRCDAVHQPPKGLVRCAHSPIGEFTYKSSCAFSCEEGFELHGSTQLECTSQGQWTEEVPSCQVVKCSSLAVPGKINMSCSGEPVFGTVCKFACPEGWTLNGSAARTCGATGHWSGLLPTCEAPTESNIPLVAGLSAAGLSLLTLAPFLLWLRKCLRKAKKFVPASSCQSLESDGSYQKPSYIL
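material = human umbilical vein endothelial cells (HUVEC), E-selectin induction | quantity = 3,000 cells/well | medium = EGM-2 growth medium on 0.1% gelatin-coated wells | technique = immunofluorescence imaging | read-out basis = % PE-positive cells | control set = TNF-alpha positive control, DMSO neutral control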
RAD52 anneal inh: inhibitors of human RAD52 DNA annealing | AID 651710 | recombinant RAD52 DNA annealing, FRET fluorescence | inhibition, % at 18.7 µM | 360,000 compounds, 0.46% hits;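 active means every replicate showing at least 50% inhibition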
esBAF inh: blocks esBAF chromatin remodeling in mouse ES cells; Bmi1-luciferase knock-in reporter, 24 h; 100% = twice the neutral-well signal; reporter increase, % at 12.5 µM; 350,000 compounds, 2% hits; in the data active means activation above about 40%;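 further: 0% = median of the plate's neutral control wells and 100% = double that signal; a rise in the Bmi1 reporter signal indicates esBAF inhibition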
EWS-Fli inh: blocks EWS/Fli oncoprotein-driven transcription | inhibition, % at 12.6 µM | AID 651661 | 350,000 compounds, 0.67% hits | A673 NR0B1-luciferase reporter, viability-normalised;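 active means mean inhibition of at least 50% after viability correction, with every replicate also passing that limit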;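 further: firefly luciferase signal divided by Alamar Blue viability fluorescence both relative to DMSO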
RAD54 branch: RAD54 (human) branch migration inhibition; inhibition, % at 10.4 µM; 360,000 compounds, 0.14% hits; RAD54 Holliday junction branch migration, FAM/BHQ fluorescence; Q92698;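 active means mean normalized replicate activity at least 40 and at least half of replicates scoring 40 or more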;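 further: 0% = median of neutral control wells and 100% = median of positive control wells; inhibitors cause a drop in the FAM fluorescence signal; in these data hits start at about 50%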
* hit, by the source's call; . = not tested or not shown; & = joins results of further samples. Compounds as they come; any-hit rate near 3%.

Results follow in this order: S100A4 inh HTS, FN deposit inh, Xi reactivation, E-selectin induc, RAD52 anneal inh, esBAF inh, EWS-Fli inh, RAD54 branch
> CC(=O)Nc1nonc1NC(=O)COc1ccccc1
    4, -1, 0.1, 0.4, 3, ., -5, .
> CC(=O)C1=C(C)NC(=O)NC1c1ccccc1 (stereo not given)
    ., 4, ., 1.8, ., 2, ., 3
> COc1ccccc1N1CC(C(=O)Nc2nnc(SCc3cccnc3)s2)CC1=O (stereo not given)
    3, 0, 0.1, -0.1, -22, -2, 1, -3
> Cc1cccc(C(=O)NC(=S)NNC(=O)c2ccccc2Cl)c1
    1, -5, 0.0, ., 7, ., -6, .
> CCc1nnc(NS(=O)(=O)c2ccc(NC(=S)NC(=O)c3ccc(Br)cc3)cc2)s1
    -4, 3, 0.0, -0.1, -25, ., 5, .
> COCC#Cc1ccc2c(c1)O[C@@H](CN(C)Cc1cccnc1)[C@@H](C)CN([C@@H](C)CO)S2(=O)=O
    -11, -10, 0.8, 6.4, 10, 1, 30, -21
> COc1cc(NC(=O)c2ccc(Br)cc2)ccc1NC(=O)c1cc2ccccc2o1
    -4, 1, 0.3, -0.2, -16, -2, -9, 3
> CN1CCN(C(=O)c2ccc(CNS(=O)(=O)c3ccc(F)c(Cl)c3)cc2)CC1
    3, 6, 0.0, ., -3, -12, -10, 5
> C[C@@H]1CN([C@@H](C)CO)C(=O)Cc2cc(NC(=O)CCC(F)(F)F)ccc2O[C@@H]1CN(C)C(=O)Nc1ccc(C(F)(F)F)cc1
    ., ., -0.2, -16, ., 5, 2, 2
> COc1ccnc(Oc2ccc(F)cc2)c1-c1ncn[nH]1
    -1, -13, 0.0, ., -4, ., -3, .
> COc1cccc2cc(C(=O)C3=C(O)C(=O)N(CCN4CCOCC4)C3c3ccc(C)o3)oc12 (stereo not given)
    -4, 5, 0.0, ., -35, -2, -9, 5
> CO[C@H]1CN(C)C(=O)c2cc(NC(C)=O)ccc2OC[C@@H](C)N(Cc2nccs2)C[C@@H]1C
    7, 5, 0.2, 0.0, 4, -3, -8, -3
> CCOc1cc(N2CCOCC2)c(OCC)cc1NC(=O)c1ccc(OCc2c(C)noc2C)c(OC)c1
    -7, -4, 0.0, ., -5, ., 6, .
> c1ccc2c(-c3cc(C4CCNCC4)[nH]n3)cccc2c1
    -6, 12, 0.4, 10, -31, -8, 15, -4
> CN(C)CC(=O)Nc1ccc2c(c1)[C@H]1C[C@@H](CC(=O)NCC3CC3)O[C@@H](CO)[C@H]1O2
    -8, -9, 0.4, 0.0, 2, 1, -2, 11
> CCOC(=O)Cn1ccc(NC(=O)COc2ccc(F)cc2F)n1
    6, -3, 0.1, ., 6, -1, -2, 5
> C/C=C/c1ccc2c(c1)O[C@H](CN(C)C(=O)c1ccccc1F)[C@@H](C)CN([C@@H](C)CO)S2(=O)=O
    6, -12, -0.5, -0.3, 4, 3, 1, -2
> C[C@H]1CN([C@@H](C)CO)C(=O)c2cc(C#Cc3ccccc3F)cnc2O[C@@H]1CN(C)C(=O)Cc1ccncc1
    11, ., -0.9, 0.5, -44, -5, 5, 5
> NC(=O)C1CCN(C(=O)C2CC(=O)N(Cc3ccccc3)C2)CC1 (stereo not given)
    0, 6, -0.1, ., -29, -3, -4, -3
> CCOc1ccccc1C(=O)Oc1cc(C)[nH]c(=O)c1[N+](=O)[O-]
    7, -2, 0.4, -0.1, -4, 1, -2, -7
> Cc1[nH]c2ccc(C(=O)N3CCCC3)cc2c1C
    2, -2, 0.1, ., -12, 5, -8, -1
> CC(=O)N1CCCCN2[C@H](CO)[C@H](c3ccc(-c4ccc(F)cc4)cc3)[C@@H]2C1
    ., ., 0.0, -0.2, ., ., -11, 3
> C[C@@H]1CN([C@@H](C)CO)C(=O)c2cc(NC(=O)Cc3cn(C)c4ccccc34)ccc2O[C@@H]1CN(C)Cc1ccncc1
    5, ., 0.1, -7.9, 2, 5, ., 3
> CCOc1ccccc1CN1CCNC(=O)C1CC(=O)N(C)Cc1nonc1C (stereo not given)
    -3, -1, 0.0, 0.0, -31, -5, 1, 3
> Cc1cccc(C(=O)N2CCC(=O)N(C(COCc3cccc(Cl)c3)Cc3ccccc3)CC2)c1 (stereo not given)
    16, 12, 0.0, -0.2, -2, 0, 25, -6
> CCC(Sc1nc2c(cnn2-c2ccccc2)c(=O)[nH]1)C(=O)OC (stereo not given)
    4, 1, -0.1, 1.6, -1, -6, 9, 13
> C[C@H](CO)N1C[C@H](C)[C@H](CN(C)C(=O)Nc2ccc(F)cc2)OCCCC[C@H](C)Oc2ccc(NS(=O)(=O)c3ccc(F)cc3)cc2C1=O
    ., -2, 0.1, 0.0, ., 5, -18, 4
> Cc1ccc(Cc2cnc(NC(=O)C3=NCCN3)s2)cc1
    -3, ., 0.0, ., -2, ., 26, .
> Cc1nc2sc3c(c2c(=O)n1NC(=O)CCBr)CCCC3
    2, -6, 0.0, -3.1, 1, ., -19, .
> CC(C)(C)n1ncc2c(=O)n(Cc3cc(F)c(Cl)cc3Cl)cnc21
    7, 1, -0.3, 0.1, -5, 5, -2, -6
> Cc1ccsc1C(=O)NC1CCCCC1C (stereo not given)
    -8, -7, 0.2, ., -10, 6, -26, -11
> O=C(Nc1cccc(F)c1)c1ccc(S(=O)(=O)N2CCCCC2)cc1
    4, 11, 0.0, -1.5, -4, ., -4, 3
> O=C(Nc1cccc([N+](=O)[O-])c1)c1ccc2snnc2c1
    4, -6, 0.1, -0.7, -3, 1, ., 6
> Cc1noc(C)c1NC(=O)N(C)C[C@@H]1Oc2ccc(NS(=O)(=O)c3c(C)noc3C)cc2C(=O)N([C@H](C)CO)C[C@H]1C
    45, -7, -0.1&0.0, -16&0.1, -5, -7&-3, -8&-1, -5
> O=C(CSc1nnc(-c2ccncc2)o1)NC1CCCCC1
    -1, 4, 0.0, ., -7, ., 3, .
> COc1ccc(C(=O)Nc2ccccc2N2CCOCC2)cc1Br
    -2, ., ., ., -11, 2, ., 3
> C[C@@H]1CCCCO[C@@H](CN(C)CC2CC2)[C@H](C)CN([C@H](C)CO)C(=O)c2cc(NC(=O)CCCN(C)C)ccc2O1
    -2, ., 0.0, 0.0, 7, ., -5, .
> NC(=O)C1CCN(C(=O)c2ccc(Cl)c(S(=O)(=O)N3CCCCCC3)c2)CC1
    0, -2, -0.1, ., -10, 1, -8, -5
> CCCCn1c(N)c(N(CCOC)C(=O)c2ccc(-n3c(C)ccc3C)cc2)c(=O)[nH]c1=O
    -8, -8, 0.0, ., -29, 2, -5, -12
> CC(=O)NC(c1ccccc1)c1nc(-c2cccc(F)c2)cs1 (stereo not given)
    -3, 11, 0.1, -0.1, -33, -8, -15, -11
> CCN(CC)S(=O)(=O)c1ccc(C)c(NC(=O)Cn2c(=O)cnc3ccccc32)c1
    -15, 1, -0.2, -1.6, -40, ., 3, .
> CC1CCN(S(=O)(=O)c2ccc3c(c2)c(=O)c(C(=O)N2CCOCC2)cn3C)CC1
    1, 4, 0.1, ., -7, -2, 7, -5
> O=C(CCc1ccccc1)NC(=S)Nc1ccc(S(=O)(=O)N2CCOCC2)cc1
    3, -1, -0.1, ., -7, ., 24, .
> O=C(O)CCCn1cc(NC(=O)COc2ccccc2)cn1
    -7, 5, 0.0, -0.2, -12, -2, -1, 7
> CCOC(=O)c1sc(C(=O)OCC)c(OCCO)c1OCCO
    0, -6, ., ., -8, 0, ., -10
> CSc1ccccc1NC(=O)COc1ccc(Cl)cc1Cl
    -4, 4, 0.0, -1.1, -2, 47*, 10, .
> Cn1c(CC(=O)Nc2ccccc2)cc2ccccc21
    -6, 1, 0.1, ., 2, -1, 5, 2
> C[C@@H]1CCCCO[C@H](CN(C)CC2CC2)[C@H](C)CN([C@@H](C)CO)C(=O)c2cc(NC(=O)c3ccccc3)ccc2O1
    7, -3, 0.6, -0.2, 52*, -1, ., 12

By substructure: the entries above containing fluorine.
Results follow in this order: S100A4 inh HTS, FN deposit inh, Xi reactivation, E-selectin induc, RAD52 anneal inh, esBAF inh, EWS-Fli inh, RAD54 branch
> CN1CCN(C(=O)c2ccc(CNS(=O)(=O)c3ccc(F)c(Cl)c3)cc2)CC1
    3, 6, 0.0, ., -3, -12, -10, 5
> C[C@@H]1CN([C@@H](C)CO)C(=O)Cc2cc(NC(=O)CCC(F)(F)F)ccc2O[C@@H]1CN(C)C(=O)Nc1ccc(C(F)(F)F)cc1
    ., ., -0.2, -16, ., 5, 2, 2
> COc1ccnc(Oc2ccc(F)cc2)c1-c1ncn[nH]1
    -1, -13, 0.0, ., -4, ., -3, .
> CCOC(=O)Cn1ccc(NC(=O)COc2ccc(F)cc2F)n1
    6, -3, 0.1, ., 6, -1, -2, 5
> C/C=C/c1ccc2c(c1)O[C@H](CN(C)C(=O)c1ccccc1F)[C@@H](C)CN([C@@H](C)CO)S2(=O)=O
    6, -12, -0.5, -0.3, 4, 3, 1, -2
> C[C@H]1CN([C@@H](C)CO)C(=O)c2cc(C#Cc3ccccc3F)cnc2O[C@@H]1CN(C)C(=O)Cc1ccncc1
    11, ., -0.9, 0.5, -44, -5, 5, 5
> CC(=O)N1CCCCN2[C@H](CO)[C@H](c3ccc(-c4ccc(F)cc4)cc3)[C@@H]2C1
    ., ., 0.0, -0.2, ., ., -11, 3
> C[C@H](CO)N1C[C@H](C)[C@H](CN(C)C(=O)Nc2ccc(F)cc2)OCCCC[C@H](C)Oc2ccc(NS(=O)(=O)c3ccc(F)cc3)cc2C1=O
    ., -2, 0.1, 0.0, ., 5, -18, 4
> CC(C)(C)n1ncc2c(=O)n(Cc3cc(F)c(Cl)cc3Cl)cnc21
    7, 1, -0.3, 0.1, -5, 5, -2, -6
> O=C(Nc1cccc(F)c1)c1ccc(S(=O)(=O)N2CCCCC2)cc1
    4, 11, 0.0, -1.5, -4, ., -4, 3
> CC(=O)NC(c1ccccc1)c1nc(-c2cccc(F)c2)cs1 (stereo not given)
    -3, 11, 0.1, -0.1, -33, -8, -15, -11
